Compound activity deposited in PubChem by several laboratories.
MrgX1 PAM: positive allosteric modulators of MrgX1, primary screen, HEK293 cells, Fluo-4 calcium flux. 310,000 compounds, 0.63% hits. FDSS; hits give high values. B-score at 10 µM. AID 588675, 2011;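 active = plate-corrected calcium response at least 3 library SD above typical, normal starting fluorescence, not activating the receptor alone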;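 also: compound read alongside a low EC10 to EC30 dose of BAM8-22 agonist; peak minus trough fluorescence over baseline measured at the second addition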
Target sequence (Q96LB2 whole entry, looked up): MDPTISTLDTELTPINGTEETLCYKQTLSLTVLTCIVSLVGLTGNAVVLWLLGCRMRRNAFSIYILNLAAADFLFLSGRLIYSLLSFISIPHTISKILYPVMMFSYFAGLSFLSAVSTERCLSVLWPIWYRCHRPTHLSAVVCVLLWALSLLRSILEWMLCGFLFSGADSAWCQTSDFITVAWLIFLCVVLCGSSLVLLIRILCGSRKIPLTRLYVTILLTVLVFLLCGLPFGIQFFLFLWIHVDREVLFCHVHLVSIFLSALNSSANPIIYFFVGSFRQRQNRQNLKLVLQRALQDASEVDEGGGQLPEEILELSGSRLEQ
ANO1 block: TMEM16A chloride channel inhibitors, primary screen, cell-based, HTS; Anoctamin-1 (Mus musculus), Q8BHY3; HEK293 TMEM16A/YFP iodide influx fluorescence, ionomycin; normalized B-score (activity score, 25-100; higher = stronger inhibition) at 10 µM; 310,000 compounds, 1.2% hits; AID 588511, 2011;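 active = ratio plate-corrected score three or more library SD toward inhibition, starting fluorescence score within five deviations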;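 also: score derived from kinetic fluorescence span divided by baseline fluorescence per well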
TRPC6 activator: mouse TRPC6 channel activators, primary screen, cell-based, HEK293, membrane potential dye | 310,000 compounds, 0.13% hits | HEK293-TRPC6 membrane potential dye fluorescence; hits give high values | AID 2550, 2010 | B-score at 10 µM;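 active = B-score of the integrated fluorescence ratio above library mean plus 3 SD, and starting fluorescence ratio within library mean plus 5 SD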;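 also: higher score means more depolarization so channel activation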
MrgX1 agonist: agonists of human MrgX1 receptor, primary screen, HEK293 cells, Fluo-4 calcium flux; Mas-related G-protein coupled receptor member X1 (Homo sapiens), Q96LB2; Fluo-4 calcium fluorescence, agonist mode; hits give high values; B-score at 10 µM; 310,000 compounds, 0.44% hits; AID 588627, 2011;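 active = calcium response B-score plate-corrected fluorescence ratio at least 3 library SD, with starting fluorescence B-score inside 5 SD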
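Assay system: MrgX1-expressing HEK293 cells / Amount: fifteen thousand cells per well / Doses: test compound in the initial addition of three / Timing: cells plated overnight, dye loaded 0.5 h 37 °C, 0.5 h room temperature / Technique: kinetic calcium dye fluorescence, Fluo-4 NW / Control set: positive and negative controls per plate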
TRPC6 inh: mouse TRPC6 channel inhibitors, primary screen, cell-based, HEK293, membrane potential dye. Short transient receptor potential channel 6 (Mus musculus), Q61143. ACh-evoked depolarization; hits give low values. B-score at 10 µM. 310,000 compounds, 1.1% hits. AID 2553, 2010;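 active = B-score under library mean minus 3 SD, initial fluorescence not abnormally high, positive integrated signal ratio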;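 also: B-score derived from integrated fluorescence ratio over the kinetic read; more negative B-score means stronger inhibition of depolarization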
TRPC4 block: inhibitors of mouse TRPC4 channel, primary screen, Fluo4 calcium, HEK293 TRPC4beta/mu-opioid cells; Short transient receptor potential channel 4 (Mus musculus), Q9QUQ5; DAMGO-evoked Fluo4 calcium flux; hits give low values; B-score at 10 µM; 300,000 compounds, 0.39% hits;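 active = B-score over 3 SD under the library average, no early fluorescence shift, positive overall ratio signal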
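material = TRPC4beta/mu-opioid receptor HEK293 cell line | probe or stimulus = sequential submaximal and maximal DAMGO stimulation | compound dosing = one concentration per compound | measured by = Fluo4 Ca2+ flux fluorescence | evaluation = integrated fluorescence ratio relative to baseline, converted to per-well B score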
SKKanGAS inh: S. pyogenes SKKanGAS growth inhibitors in kanamycin, primary screen, streptokinase expression inhibitor project, SKKanGAS strain, BacTiter-Glo luminescence; 300,000 compounds, 1.3% hits; inhibition, % at 7.5 µM; 6 h;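 active = mean replicate score, as percent of positive control median, at least 50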;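 also: strain carries kanamycin resistance gene driven by streptokinase promoter and grows in 40 µg/ml kanamycin; loss of luminescence reflects streptokinase promoter inhibition or plain growth inhibition; 0% = median of DMSO wells and 100% = positive control at its reference dose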
MrgX1 antag: antagonists of human MrgX1 receptor, primary screen, HEK293 cells, Fluo-4 calcium flux; B-score at 10 µM; BAM8-22 antagonism; hits give low values; Mas-related G-protein coupled receptor member X1 (Homo sapiens), Q96LB2; 310,000 compounds, 1.3% hits;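 active = calcium-response B-score plate-corrected more than 3 library SD below zero, starting fluorescence within 5 deviations, no agonist response on first addition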;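 also: peak minus trough fluorescence over baseline after final BAM8-22 challenge near maximal dose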
TMEM16A act: TMEM16A chloride channel activators or potentiators, primary screen, cell-based, HTS. Anoctamin-1 (Mus musculus), Q8BHY3. HEK293 TMEM16A/YFP-H148Q/I152L, iodide quench fluorescence; hits give low values. B-score at 10 µM. 340,000 compounds, 0.3% hits;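 active = fluorescence-ratio B-score plate-corrected deviation score at least 3 library SD below zero, with starting fluorescence score within 5 deviations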;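 also: channel opened by trigger with iodide after compound preincubation; score built on the fluorescence ratio of max minus min over baseline; more negative score means more quench and so TMEM16A activation or potentiation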
TRPC4 PAM: positive allosteric modulators of TRPC4, primary screen, cell-based, mouse TRPC4beta, HEK293 mu-opioid, Fluo-4 calcium; Short transient receptor potential channel 4 (Mus musculus), Q9QUQ5; DAMGO EC20, Fluo-4 Ca2+ flux; hits give high values; B-score at 10 µM; 310,000 compounds, 0.42% hits;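 active = B-score of calcium response area above 5 SD of library B-scores, with initial fluorescence ratio within 5 SD of library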;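 also: B-score of integrated fluorescence ratio over time as area under calcium response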
TRPC4 agonist: activators of mouse TRPC4 channel, primary screen, Fluo4 calcium, HEK293 TRPC4beta/mu-opioid cells; Short transient receptor potential channel 4 (Mus musculus), Q9QUQ5; Fluo4 calcium fluorescence; hits give high values; B-score at 10 µM; 310,000 compounds, 0.49% hits; AID 2237, 2010;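 active = B-score above 5 SD of library B-scores, and initial fluorescence ratio not above library mean plus 5 SD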;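 also: positive B-score marks a calcium rise read as TRPC4 activation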
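Assay system: HEK293 cells stably co-expressing mouse TRPC4beta and mu-opioid receptor / Timing: Fluo4 dye loading 45 min at room temperature, 110 s recording / Signal: Fluo4 calcium-sensitive dye fluorescence, kinetic, 1 Hz baseline / Read-out: integrated baseline-normalised fluorescence ratio, converted to per-well B score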
* = called active by the depositor; i = inactive; · = no result given.

Second line of a record: MrgX1 PAM, ANO1 block, TRPC6 activator, MrgX1 agonist, TRPC6 inh, TRPC4 block, SKKanGAS inh, MrgX1 antag, TMEM16A act, TRPC4 PAM, TRPC4 agonist
1) CS(=O)(=O)Nc1ccc(C(=O)Nc2ccc(S(=O)(=O)Nc3nccs3)cc2)cc1
  i, i, i, i, i, i, 2.8, i, i, i, i
2) CC(C)(C)NC(=O)c1cc([N+](=O)[O-])ccc1N1CCCCC1
  i, i, i, i, i, i, 5.5, i, i, i, i
3) CC(OC(=O)CCCSc1nc2ccccc2s1)C(=O)NC(N)=O (configuration not stated)
  i, i, i, i, i, i, 5.3, i, i, i, i
4) CCN(CC)CCCNC(=O)C1CCN(c2ncnc3c2sc2cccc(F)c23)CC1
  i, i, i, i, i, i, -2.1, i, i, i, i
5) CCOC(=O)c1c(NC(C)=O)sc2c(OCC(O)CNC(C)(C)C)c(Br)ccc12 (configuration not stated)
  i, i, i, i, i, i, -0.1, i, -7.1*, i, i
6) CC1CCCCN1C(=O)/C(=C\c1ccccc1)c1ccccc1 (configuration not stated)
  i, i, i, i, i, i, 0.4, i, i, i, i
7) COc1ccc(OCc2nnc(SCC(=O)O)n2N)cc1
  i, i, i, i, i, i, -3.9, i, i, i, i
8) Cc1ccccc1CN1CCCC(C(=O)Nc2ccccc2Oc2cccnc2)C1 (configuration not stated)
  i, i, i, i, i, -7*, -1.9, i, i, i, i
9) CC(C)c1nnc(SCC(=O)N2CCc3ccccc32)n1C
  i, 100*, i, i, i, i, -1.9, i, i, i, i
10) Cc1c(NC(=O)C(C)OC(=O)[C@@H](NC(=O)c2ccccc2)C(C)C)c(=O)n(-c2ccccc2)n1C (some centres not stated)
  i, i, i, i, i, i, -8.8, i, i, i, i
11) O=C(O)c1ccc(CNC(=S)Nc2ccccc2)cc1
  i, i, i, i, i, i, -1.8, i, i, i, i
12) O=C(CSc1ccc2c(c1)OCCO2)NCCN1C(=O)CSC1=O
  i, i, i, i, i, i, -5.9, i, i, i, i
13) CCc1cc(=O)oc2c(C)c(OCC(=O)N3CCCc4ccccc43)ccc12
  i, i, i, i, i, i, 2.9, i, i, i, i
14) O=C(OCc1ccccc1)C1=[N+]([O-])OC(C(=O)OCc2ccccc2)C1c1c[nH]c2ccccc12 (configuration not stated)
  i, i, ·, i, ·, ·, ·, i, i, ·, ·
15) CCN(CC)c1ccc(/C=N/NC(=O)CN2CCCc3ccccc32)cc1
  i, i, i, i, i, i, -5.4, i, i, i, i
16) O=C(O)c1cc(=O)[nH]c2c(Cl)cccc12
  i, i, i, i, i, i, -0.8, i, i, i, i
17) Cc1ccc2nc(-c3ccc(NC(=O)CSc4nc(N)cc(=O)[nH]4)cc3)sc2c1
  i, i, i, i, i, i, 4.4, i, i, i, i
18) COc1cc(C(=O)Nc2c(C)cc(C)cc2C)c(-n2cnnn2)cc1OC
  i, i, i, i, i, i, -4.4, i, i, i, i
19) CN1CCC23c4ccccc4NC1C21CCN(C)C3Nc2ccccc21
  i, i, i, i, i, i, -0.7, i, i, i, i
20) CC(C)(C)NC(=O)NCc1cccnc1
  i, i, i, i, i, i, 3.3, i, i, i, i

Second line of a record: MrgX1 PAM, ANO1 block, TRPC6 activator, MrgX1 agonist, TRPC6 inh, TRPC4 block, SKKanGAS inh, MrgX1 antag, TMEM16A act, TRPC4 PAM, TRPC4 agonist
21) COc1ccc(C2C([N+](=O)[O-])=C(C)N(C)C(=O)N2C)cc1OC (configuration not stated)
  i, i, i, i, i, i, -5.6, i, i, i, i
22) CC(C)CCNCC(=O)NC(c1ccccc1)c1ccccc1
  i, i, i, i, i, i, ·, i, i, i, i
23) Cn1nnc2cc(C(=O)NC3CCCCC3)ccc21
  i, i, i, i, i, i, 4.0, i, i, i, i
24) CC(C)c1ccccc1NC(=O)COC(=O)c1cccnc1
  i, i, i, i, i, i, 0.5, i, i, i, i
25) Cc1ccc(NC(=O)CNC(=O)c2ccc(Br)o2)nc1
  i, i, i, i, i, i, -4.0, i, i, i, i
26) CCOC(=O)N1CCN(C(=O)CSc2nnc(COc3ccc(Cl)cc3)o2)CC1
  i, i, i, i, i, i, -18.5, i, i, i, i
27) O=C(Cc1ccc(Cl)cc1)NNC(=S)NC(=O)c1cccs1
  i, i, i, 122*, i, i, 81.9*, i, i, i, 107*
28) COC(=O)C1CCCN1C(=O)C12CC3CC(CC(C3)C1)C2 (configuration not stated)
  i, i, i, i, i, i, -0.5, i, i, i, i
29) CC(=O)N/C(=C\c1ccccc1)C(=O)OCC(=O)N(CC(C)C)c1c(N)n(Cc2ccccc2)c(=O)[nH]c1=O
  i, i, i, i, i, i, -6.3, i, i, i, i
30) O=C(CCc1ccccc1)NCc1ccccn1
  i, i, i, i, i, i, 1.4, i, i, i, i
31) O=C(CSc1nnc(CNC(=O)c2ccco2)o1)Nc1ccc(OC(F)(F)F)cc1
  i, i, i, i, i, i, 1.2, i, i, i, i
32) CC(=O)Nc1ccc(S(=O)(=O)N(C)CC(=O)OCC(=O)N2CC(C)OC(C)C2)cc1 (configuration not stated)
  i, i, i, i, i, i, -1.8, i, i, i, i
33) CC1Cc2nc(SCC(=O)OCc3ccccc3)n(C)c(=O)c2S1 (configuration not stated)
  i, i, i, i, i, i, -0.3, i, i, i, i
34) CC(=O)NC1=NN(C(C)=O)C(C)(c2ccc(Br)cc2)S1 (configuration not stated)
  i, i, i, i, i, i, -3.5, i, i, i, i
35) COc1cc(/C=C(\C#N)c2ccccn2)ccc1OCc1ccc(Cl)cc1
  i, i, i, i, i, i, 2.4, i, i, i, i
36) CN(C)c1ccc(-c2nnc(SCC3CCCO3)n2C)cc1 (configuration not stated)
  i, i, i, i, i, i, -4.2, i, i, i, i
37) C=CCNC(=O)c1c(C(F)(F)F)nn(C)c1Cl
  i, i, i, i, i, i, -7.5, i, i, i, i
38) CCCN(CCC)C(=O)c1ccc2nc(-c3ccc(OC)c(OC)c3)c(-c3ccc(OC)c(OC)c3)nc2c1
  i, i, i, i, i, i, 15.6, i, i, i, i
39) CC(=O)N1CCN=C1SCc1c(F)cccc1Cl
  i, i, i, i, i, i, 1.0, i, i, i, i
40) COc1cc(CCC(=O)Nc2ncc(C)s2)cc(OC)c1OC
  i, i, i, i, i, i, -4.6, i, i, i, i

Second line of a record: MrgX1 PAM, ANO1 block, TRPC6 activator, MrgX1 agonist, TRPC6 inh, TRPC4 block, SKKanGAS inh, MrgX1 antag, TMEM16A act, TRPC4 PAM, TRPC4 agonist
41) CCOC(=O)CNC(=S)n1ncnc1N
  i, i, i, i, i, i, -5.6, i, i, i, i
42) COc1ccc(-c2nc(N/N=C(\C)c3ccc(O)cc3)c3ccccc3n2)cc1
  i, i, i, i, i, i, 43.3, i, i, i, i
43) COc1ccc(Cl)cc1NC(=O)CN(C)CC(=O)Nc1ccc(C)cc1Br
  i, i, i, i, i, i, ·, i, i, i, i
44) CCc1ccc(-c2cc(C)no2)cc1S(=O)(=O)N1CCOc2ccc(C)cc21
  i, i, i, i, i, i, 4.0, i, i, i, i
45) CCN1C(=O)[C@H]2[C@@H](c3ccc(-c4ccc(C(C)=O)cc4)cc3)N3CCC[C@@]3(C(=O)OC)[C@H]2C1=O
  i, i, i, i, i, i, 0.7, i, i, i, i
46) CC(C)(C)N(CC(=O)NC1CCCCC1)C(=O)CS(=O)CC(=O)Nc1ccc(F)cc1 (configuration not stated)
  i, i, i, i, i, i, 5.5, i, i, i, i
47) O=C(Cc1ccc(NC2=NC3CS(=O)(=O)CC3S2)cc1)N1CCN(c2ccc(F)cc2)CC1 (configuration not stated)
  i, i, i, i, i, i, -1.0, i, i, i, i
48) COc1ccccc1Nc1nccc(N(C)C)c1C#N
  i, i, i, i, i, i, -7.1, i, i, i, i
49) Cc1onc(-c2ccccc2)c1C(=O)Nc1nnc(COc2ccc(Cl)cc2)s1
  i, i, i, i, i, i, 36.2, i, i, i, i
50) COc1ccc(NC(=O)CSc2nnc(C)c3ccccc23)cc1
  i, i, i, i, i, i, -3.7, i, i, i, i
51) COC(=O)c1[nH]c2cccc(Cl)c2c1NC(=O)CN1CCN(CCO)CC1
  i, i, i, i, i, i, 2.8, i, i, i, i
52) Nc1c2c(nc3ccn(-c4ccccc4)c(=O)c13)CCCCC2
  i, i, i, i, -5.36*, i, 0.6, i, i, i, i
53) Cc1cc(C)n(-c2ncc3c(n2)N(CCO)CCOC3=O)n1
  i, i, i, i, i, i, 3.8, i, i, i, i
54) CCOC(=O)N1CCN(C(=O)c2oc3ccc(S(=O)(=O)N4CCCCC4)cc3c2C)CC1
  i, i, i, i, i, i, 0.7, i, i, i, i
55) CCOC(=O)CSc1nc2ccsc2c(=O)n1C1CCN(C(=O)OCC)CC1
  i, i, 14.8*, i, -6.83*, i, -3.5, i, i, i, i
56) O=C(OCc1ccccc1)c1cc(S(=O)(=O)N2CCCCC2)ccc1N1CCOCC1
  i, i, i, i, i, i, 11.3, i, i, i, i
57) CN1C2CCC1CC(OC(c1ccccc1)c1ccccc1)C2 (configuration not stated)
  i, i, i, i, -7.06*, i, 4.4, i, i, i, i
58) COc1ccc(-c2nn(-c3ccccc3)cc2CNCc2cccnc2)c(F)c1
  i, i, i, i, i, i, 9.0, i, i, i, 103*
59) Cc1ccc(C(=O)NNC(=O)CSc2nc(N)cc(N)n2)cc1
  i, i, i, i, i, i, 3.7, i, i, i, i
